Compound activity from PubChem BioAssay.
aDG glyco up: increases alpha dystroglycan glycosylation. 0.22% of 360,000 active. Pro5-aDG cells, alpha-DG glycosylation AlphaScreen (IIH6); 0% Pro5, 100% B10-LARGE cell signal. activation, % at 10 µM;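 active = activation of at least 8% versus controls, or a plate z-score of at least 8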;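 also: Pro5 are CHO cells carrying HIG-tagged alpha-DG that lacks glycosylation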
PDI turbidity: PDI (human) enzyme inhibition. AID 588391. 0.052% of 350,000 active. PDI insulin aggregation turbidity, A650, 90 min. inhibition, % at 10 µM;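 active = mean inhibition across replicates of 30% or more, whatever share of single replicates reach that level; inconclusive = mean inhibition below 30% while every single replicate reaches 30%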;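 also: absorbance from insulin aggregation driven by PDI reduction with DTT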
Target sequence (P07237 whole entry, looked up): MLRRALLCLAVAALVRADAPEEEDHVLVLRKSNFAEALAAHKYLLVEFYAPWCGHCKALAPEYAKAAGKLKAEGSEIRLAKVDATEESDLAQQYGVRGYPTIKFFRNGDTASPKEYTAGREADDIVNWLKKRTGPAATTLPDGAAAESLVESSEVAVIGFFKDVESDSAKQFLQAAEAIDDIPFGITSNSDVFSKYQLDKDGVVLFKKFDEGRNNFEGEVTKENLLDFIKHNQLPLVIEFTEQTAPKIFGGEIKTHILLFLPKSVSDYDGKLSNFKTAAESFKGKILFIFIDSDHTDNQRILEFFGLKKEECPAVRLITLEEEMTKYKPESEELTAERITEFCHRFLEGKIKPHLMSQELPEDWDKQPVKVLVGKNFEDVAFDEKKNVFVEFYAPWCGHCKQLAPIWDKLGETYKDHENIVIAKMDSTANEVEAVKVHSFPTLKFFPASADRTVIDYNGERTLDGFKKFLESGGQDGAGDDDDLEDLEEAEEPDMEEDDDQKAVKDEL
ABCB6 inh MLPCN: inhibitors of human ABC transporter ABCB6; Q9NP58; K562-ABCB6 porphyrin accumulation, flow cytometry, 1 h; hits give low values; fluorescence ratio to DMSO, % at 10 µM; 0.19% of 360,000 active; AID 602162;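 active = fluorescence ratio to DMSO below 75%, the collection mean minus 3 SD; inconclusive = too few cells collected in the well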;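 also: signal is porphyrin accumulated inside mitochondria; 100% equals median channel fluorescence of DMSO control wells; lower ratio means ABCB6 inhibition with less porphyrin fluorescence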
MC4R antagonist: blocks human MC4R cAMP signaling. P32245. MC4R-expressing cells, MTII-stimulated cAMP, LANCE TR-FRET. inhibition, % at 6.5 µM. 0.48% of 360,000 active. AID 540295;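 active = inhibition above its plate's cutoff, the mean of tested wells on that plate plus 3 SD, cut at about 29% in these data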;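 also: 0% = Melanotan II alone and 100% = Melanotan II plus saturating MCL0020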
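Material: U2OS-MC4R stable cell line | Reagent: Melanotan II challenge after compound preincubation | Doses: One concentration, 6.5 µM nominal | Incubation: 30-min compound preincubation, 1-h Melanotan II challenge, 1-h detection, room temperature | Signal: TR-FRET cAMP assay | Replicates: One well per compound, no replicates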
HTR2A ag: activates the mouse 5-HT2A serotonin receptor; P35363; activation, % at 7.6 µM; AID 624169; 0.66% of 360,000 active; CHO-K1 mHTR2A beta-arrestin complementation, luminescence; percent of 30 µM serotonin response;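 active = activation above a run cutoff, the mean activation of all tested compounds plus 3 SD, cut at about 14% in these data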;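 also: 0% = plate median of compound wells and 100% = 30 µM serotonin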
Target sequence (P35363 whole entry, looked up): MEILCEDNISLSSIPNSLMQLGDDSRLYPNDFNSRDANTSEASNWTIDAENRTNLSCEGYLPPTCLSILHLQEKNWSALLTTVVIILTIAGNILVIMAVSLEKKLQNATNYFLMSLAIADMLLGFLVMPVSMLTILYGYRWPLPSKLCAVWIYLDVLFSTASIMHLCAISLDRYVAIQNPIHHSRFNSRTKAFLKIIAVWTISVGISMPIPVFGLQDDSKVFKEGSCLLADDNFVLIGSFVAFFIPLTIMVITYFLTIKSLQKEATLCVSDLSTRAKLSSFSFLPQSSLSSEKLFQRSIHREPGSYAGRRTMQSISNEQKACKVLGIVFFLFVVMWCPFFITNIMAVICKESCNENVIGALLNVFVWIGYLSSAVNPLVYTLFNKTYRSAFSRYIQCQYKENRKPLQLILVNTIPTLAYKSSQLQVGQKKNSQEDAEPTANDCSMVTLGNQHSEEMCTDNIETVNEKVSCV
MC4R ag barr: human MC4R agonism via beta-arrestin; 0.98% of 360,000 active; U2OS MC4R beta-arrestin complementation, luminescence; percent of melanotan II response, DMSO zero; P32245; AID 540308; activation, % at 8.9 µM;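 active = activation above a per-plate cutoff, the mean activation of sample wells on that plate plus 3 SD, cut at about 8% in these data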
Cardio protect: myocardial damage modulation in H9c2 cells; H9c2 cardiomyocytes, H2O2 injury protection, ATPLite, 2 h; protection from H2O2 cell death, % at 20 µM; 0.63% of 360,000 active;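 active = compounds giving at least 50% protection of heart cells from peroxide-induced death in the single-dose screen, raw or plate-pattern-corrected value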;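 also: 0% = DMSO wells with peroxide and 100% = DMSO wells without peroxide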
Vif imaging: blocks HIV Vif function | 0.35% of 340,000 active | inhibition, % at 7.49 µM | AID 602346 | HEK293T cells, Vif self-association by quenched fluorescence, imaging, 24 h; in the data active = inhibition above about 50%, passing the limit was not always enough; inconclusive = no clear call, values can overlap the other calls; inactive = below about 31%; also: some results filed as inactive read as strong as hits
CaV13 ICDI inh: Disruptors of the CACNA1D IQ motif to Ca2+-dependent inactivation inhibitor domain association, primary screening, Förster resonance energy transfer in intact living …. 0.098% of 340,000 active. HEK cells, CFP/YFP FRET ICDI-IQ, plate reader, 10 min; percent FRET-ratio fall versus neutral wells. AID 743397. inhibition, % at 12.3 µM;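 active = mean replicate inhibition of at least 30% and at least 1% of replicates passing that level; inconclusive = only one of the two criteria is met; inactive = neither criterion is met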;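 also: 0% = median of the neutral control wells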
N-glyco inh: blocks N-linked glycosylation in D54 reporter cells | 0.23% of 360,000 active | reporter increase, % at 12.5 µM | AID 588692 | D54 ERlucT glycosylation luciferase reporter, 24 h; percent of 100 nM tunicamycin response;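 active = mean luciferase reporter signal, scaled so untreated is 0 and the glycosylation-blocking control 100, at or above a set limit in every replicate; inconclusive = mean reaches the limit but not every replicate does; inactive = mean below the limit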;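 also: luciferase carries N-glycosylation sites so blocking glycosylation raises the light; 0% = median of neutral control wells and 100% = median of 100 nM tunicamycin wells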
The depositor's hits bear a star; ? = inconclusive; nt = no result given.

SMILES | aDG glyco up | PDI turbidity | ABCB6 inh MLPCN | MC4R antagonist | HTR2A ag | MC4R ag barr | Cardio protect | Vif imaging | CaV13 ICDI inh | N-glyco inh
c1ccc(OCCOc2ncnc3sccc23)cc1 | 0.0 | 1.5 | 90.0 | 10.5 | -3.4 | -1.4 | 12.6 | 7.6 | -5.1 | -2.4
CN(C(=O)c1nc(-c2ccccc2)n(-c2ccccc2)n1)C1CCS(=O)(=O)C1 (stereo unspecified) | -0.1 | 6.0 | 94.0 | 12.5 | 3.0 | -0.8 | -1.7 | -4.5 | -4.7 | 0.2
COc1cccc(C(=O)NCCS(=O)(=O)NCCc2ccc(OC)c(OC)c2)c1 | 0.1 | 4.3 | 95.0 | 5.5 | -2.1 | -2.7 | 4.5 | -0.4 | -7.1 | -0.6
Cc1csc(SCC(=O)Nc2ncc(Cl)c(C)c2Cl)n1 | 0.0 | 6.8 | 92.0 | 9.4 | -5.1 | 0.8 | 7.1 | 8.4 | nt | -1.5
CCN(CC)c1ccc(/C=N/Nc2ccc(C)cc2)c(O)c1 | 0.5 | 10.4 | 106.0 | 1.0 | -3.5 | -0.1 | -0.4 | -6.8 | -2.2 | 3.4
O=C1c2cccc3c(Cl)ccc(c23)C(=O)N1O | 0.3 | 5.3 | 98.0 | -3.8 | -2.5 | -1.4 | -4.4 | -2.8 | -5.4 | 2.9
CCC(=O)N1CCc2cc(S(=O)(=O)CCC(=O)Nc3ccc(OC)cc3)ccc21 | 0.2 | 1.8 | 106.0 | 15.2 | 2.0 | -1.2 | -4.4 | -1.1 | -1.8 | 1.2
O=C(c1ccccc1F)N1CCC2CC1c1cc(N3CCCCC3)ccc12 (stereo unspecified) | -0.1 | 1.8 | 101.0 | 2.9 | 0.1 | 0.1 | -20.2 | nt | -2.1 | -0.9
O=C(O)CCC(=O)CCC(=O)c1ccccc1 | 0.0 | 12.7 | 96.0 | 3.6 | -0.8 | -0.9 | 2.4 | 14.1 | -5.3 | 0.4
O=C(CCl)Nc1ccc(Oc2cnc3ccccc3n2)cc1 | 1.4 | 27.8 | 97.0 | 1.9 | 2.0 | -0.9 | -3.5 | -4.4 | -3.7 | -12.9
CC(=O)Nc1c(NCC(C)C)c2ccccc2oc1=O | -0.3 | 1.4 | 97.0 | -6.0 | -1.6 | -3.4 | -0.6 | 13.6 | -9.2 | 0.5
Fc1cccc(Cc2c(C3CCCCC3)nc3c4ccccc4ccn23)c1 | 0.1 | nt | 131.0 | nt | 0.3 | nt | nt | nt | -5.1 | nt
O=C1c2ccccc2-c2onc3ccc(NCc4ccco4)c1c23 | 3.2 | 0.1 | 336.0 | 4.7 | -4.0 | -2.4 | 49.7 | -9.1 | nt | 7.3
COc1ccccc1OCc1nc(-c2cccc([N+](=O)[O-])c2)no1 | -0.4 | 2.2 | 106.0 | -8.4 | -6.1 | -0.8 | -3.4 | 9.8 | 4.5 | -3.4
NC(=O)CCNC(=O)c1ccc(Cl)cc1 | 0.1 | 8.1 | 103.0 | 9.7 | -2.0 | -0.4 | 13.3 | 17.2 | -3.9 | 0.8
N#Cc1c(NC(=O)CSc2nnc(-c3ccccc3)o2)sc2c1CCCC2 | -0.1 | -3.5 | 87.0 | 4.2 | -1.0 | 23.0* | -1.9 | -2.1 | -8.1 | 0.2
COc1ccc(-c2cc(=O)c(C(=O)c3ccc(C)cc3)n[nH]2)cc1 | -0.2 | -6.6 | 100.0 | 1.2 | -2.0 | -2.9 | 8.4 | -1.3 | 3.4 | 0.9
O=C(/C=C/c1cnc2ccccc2n1)NC12CC3CC(CC(C3)C1)C2 | 0.3 | -7.2 | 101.0 | 5.2 | -0.4 | 0.6 | -4.0 | -10.4 | -7.5 | -13.2
Cc1cc(C)n(C(=O)CCCn2cc([N+](=O)[O-])cn2)n1 | -0.2 | -3.7 | 100.0 | -4.4 | 4.8 | -0.8 | -2.2 | -2.3 | -7.1 | 0.9
CN(C)S(=O)(=O)Nc1ccc2c(c1)Cc1ccccc1-2 | 0.0 | -9.0 | 99.0 | 0.0 | -4.9 | 1.8 | -7.6 | -5.1 | -9.9 | 1.2
Cc1c(Cl)cccc1NC(=O)CSc1nnc(C)n1-c1ccccc1 | 0.1 | 2.4 | 97.0 | 12.8 | -0.4 | 2.0 | 1.6 | ? | -11.2 | -1.1
Cc1oc(-c2ccccc2F)nc1CS(=O)CC(=O)NC1CCCC1 (stereo unspecified) | -0.3 | -0.3 | 101.0 | -0.5 | 8.7 | -0.2 | 11.7 | 7.8 | -2.7 | 1.3
CC(=O)Nc1ccc(NC(=O)C(C)Sc2n[nH]c(-c3ccc(C)cc3)n2)cc1 (stereo unspecified) | -0.3 | -0.2 | 98.0 | 8.3 | -2.0 | -3.8 | 1.4 | 2.6 | -16.1 | -0.5
Cn1c(NN)nc2c1c(=O)n(Cc1ccccc1)c(=O)n2C | -0.2 | 1.8 | 153.0 | 15.2 | 7.1 | -1.0 | 3.3 | -1.5 | -16.4 | -1.0
COc1ccc(NS(=O)(=O)c2ccc(C)c(C(=O)N(C)Cc3ccc(OC)cc3OC)c2)cc1 | 0.1 | -3.2 | 93.0 | 10.4 | 2.8 | -0.5 | -6.3 | -5.1 | -5.8 | -0.6
O=C(CC(=O)c1ccccc1)Nc1cccnc1Cl | 0.2 | 3.5 | 100.0 | 8.6 | -0.4 | -1.4 | -2.7 | nt | -2.6 | -2.0
CC1CC(=O)N(CCc2ccccc2)C(=O)C1 | -0.3 | 0.3 | 99.0 | 3.5 | 5.9 | 0.4 | 1.4 | 11.4 | -5.3 | 1.2
COc1ccc(NC(=O)Nc2nnc([C@H]3C[C@H](O)[C@@H](CO)O3)s2)cc1 | -0.2 | 9.7 | 97.0 | 5.1 | 5.7 | -2.0 | 2.8 | -4.2 | -5.3 | 4.8
Cc1ccc2nc(-c3ccc(SCC(=O)Nc4nnc(C)s4)nc3)[nH]c2c1 | 0.1 | -2.0 | 97.0 | 7.6 | 3.9 | 10.5* | -27.8 | 1.4 | -9.2 | 102.4*
COc1cc(CN(C)CC2CCCN(CCc3ccc(F)cc3)C2)c(Cl)cc1O (stereo unspecified) | 0.0 | -8.1 | 97.0 | 8.1 | -0.4 | -0.7 | 0.4 | -4.7 | -3.0 | -2.5
Cc1cccc(CC2CC(=O)N(c3ccccc3)C2=O)c1 (stereo unspecified) | 0.2 | 26.0 | 105.0 | 6.4 | -0.2 | 1.0 | -1.0 | 9.6 | -1.2 | 0.4
CCS(=O)(=O)N1CCC(C(=O)NCCc2ccccc2)CC1 | -0.1 | 9.9 | 96.0 | 2.8 | -0.7 | 0.7 | -0.8 | 15.4 | nt | 1.6
O=C(Cn1c(=O)oc2ccccc21)Nc1ccc2c(c1)OCCO2 | 0.0 | 2.7 | 100.0 | -3.7 | 5.9 | -0.6 | -2.8 | 1.2 | -4.1 | 0.3
CCc1ccc(N(CC(=O)NC(C)(C)C)C(=O)CCC(=O)Nc2ccccn2)cc1 | 0.1 | 2.7 | 101.0 | 8.4 | 3.9 | -0.3 | 16.0 | 0.8 | -5.2 | 1.3
COc1cccc(NC(=O)CN(C)C(=O)c2cc(S(=O)(=O)N3CCCCCC3)ccc2OC)c1 | 0.2 | -5.3 | 100.0 | 5.7 | 4.2 | -1.5 | 0.0 | 0.0 | -5.2 | 0.3
C[C@H](CO)N1C[C@H](C)[C@@H](CN(C)C(=O)NC2CCCCC2)Oc2ccc(NS(=O)(=O)c3ccccc3)cc2C1=O | 0.2 | -25.6 | 95.0 | 6.6 | 1.6 | -1.3 | 4.7 | 8.0 | -1.7 | 1.4
C=CCOc1ccc(C2C(C#N)=C(N)N(Nc3ccccc3)C3=C2C(=O)CC(C)(C)C3)cc1OC (stereo unspecified) | -0.2 | 2.5 | 113.0 | 9.7 | -3.3 | -0.3 | 7.3 | -4.7 | -4.9 | 1.8
COc1cc(C(C)=O)ccc1COc1ccc(C(=O)OCC(=O)NC2CCS(=O)(=O)C2)cc1OC (stereo unspecified) | 0.3 | 2.9 | 98.0 | 19.7 | 3.0 | -0.3 | 49.0 | -2.2 | -3.8 | 4.3
COc1cccc(/C=C/C(=O)Nc2ccc(C(=O)Nc3cccc(S(N)(=O)=O)c3)cc2)c1OC | 0.0 | 3.8 | 96.0 | -2.2 | -15.4 | 3.3 | 7.7 | 4.6 | -4.8 | -0.9
CN1CCN(c2ccc(C(=O)c3cn(-c4ccc(F)c(Cl)c4)nn3)cc2)CC1 | 0.1 | 4.0 | 83.0 | -5.8 | -2.6 | 2.7 | -20.3 | 8.0 | -0.3 | -0.3
Cc1sc2ncnc(N3CCC(C(=O)N(C)CC(=O)Nc4ccccc4Br)CC3)c2c1C | -0.1 | 0.2 | 92.0 | -10.7 | 10.3 | -0.8 | 26.2 | nt | -1.7 | -5.7
CCCCc1nnc(NC(=O)CSc2nc(O)c(Cc3ccccc3)c(=O)[nH]2)s1 | 0.1 | -9.3 | 101.0 | 1.8 | -0.3 | 7.1 | 6.7 | 5.6 | -4.5 | -1.6
CCOC(=O)c1[nH]cnc1C(=O)NC1CCCCC1 | 2.5 | 0.3 | 96.0 | 5.2 | -4.6 | -1.5 | 5.2 | 7.5 | -5.6 | -0.8
Cc1ccc(O)c(-c2cc(C(=O)Nc3c(C)n(C)n(-c4ccccc4)c3=O)[nH]n2)c1 | -0.1 | 5.1 | 95.0 | 7.6 | -1.6 | 0.1 | -9.6 | -20.5 | -4.5 | -3.6
Cc1ccc(/C=C2/Sc3ccc(C(=O)N4CCN(c5ccccn5)CC4)cc3NC2=O)cc1 | -0.2 | -1.4 | 108.0 | 9.1 | 5.7 | -2.0 | -1.4 | 1.6 | -2.2 | -0.9
Nc1[nH]n(-c2ccccc2)c(=O)c1N=Nc1ccccc1 | -0.4 | 8.2 | 97.0 | 1.6 | -0.9 | 1.0 | 9.7 | -3.1 | -2.7 | 5.5
OC1(c2cccc(C(F)(F)F)c2)CCNCC1 | -0.1 | 4.4 | 94.0 | 18.9 | 0.3 | -2.5 | -2.2 | -1.9 | nt | 1.2
CC1CCN(C(CNS(=O)(=O)c2ccccc2)c2ccccc2)CC1 (stereo unspecified) | 0.7 | -7.1 | 92.0 | -8.6 | -3.6 | 1.6 | 0.9 | 3.9 | -5.9 | -4.1
O=C(O)CCC(=O)N1N=C(c2ccc(Br)cc2)CC1c1cccc(Br)c1 (stereo unspecified) | 0.0 | 1.6 | 99.0 | 7.0 | 3.0 | 1.2 | -2.9 | 3.1 | -20.8 | 4.3
O=C(CN1CCC(NC(=O)c2cccc(F)c2)CC1)Nc1ccc(Br)cc1 | 0.2 | -0.4 | 103.0 | 0.8 | -7.3 | -1.1 | 1.0 | -7.9 | -6.2 | -1.8
